Screening data from PubChem BioAssay.
TNAP activation fold: human TNAP enzyme activators, primary screen, biochemical, luminescent, no phosphate acceptor, uHTS (AID 1001) | purified TNAP, luminescent activation assay, no phosphate acceptor; higher activation fold means a stronger effect | actives 0.03% (n = 200,000) | activation fold at 20 µM, or EC50 in µM where a hit was titrated; in the data active means activation fold from about 3, or a potency from the dose series; inactive means the rest, 99 in 100 with activation fold below about 1.6; further: many of its hits are not listed in these tables
West Nile antiviral: West Nile virus antiviral activity, cell-based, CPE readout (AID 1621) | West Nile virus-infected cells, CPE inhibition; higher % means a stronger effect | CPE inhibition, % at 10 µM; hits with a dose series show IC50 in µM | actives 0.02% (n = 290,000); in the data active means a potency from the dose series; further: strong numbers were not always called active
human PMI inhibitors: MPI inhibition at elevated mannose 6-phosphate – biochemical, fluorescence intensity, high mannose 6-phosphate, primary screen (AID 1220) | one-dose inhibition, % at 20 µM; IC50 in µM for titrated hits | actives 0.66% (n = 190,000) | recombinant PMI enzyme, coupled fluorescence intensity; higher % means a stronger effect
human PMI inhibition: inhibitors of human PMI, primary screen, biochemical, fluorescence intensity, coupled assay (AID 1209). purified PMI enzyme, coupled fluorescence intensity; higher % means a stronger effect. inhibition, % at 20 µM; hits with a dose series show IC50 in µM. actives 0.42% (n = 190,000);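 further: plate controls were DMSO vehicle for no effect and wells lacking substrate for full effect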
K1F lysis inhibition: inhibition of K1F phage lysis, E. coli UTI89, bacterial capsule biogenesis inhibitors, alamar blue (AID 488966); E. coli UTI89 K1F phage lysis, alamar blue, 2 h; higher % means a stronger effect; one-dose inhibition, % at 100 µM; IC50 in µM for titrated hits; actives 0.02% (n = 340,000);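 active means phage lysis inhibition, versus mean bacterial control, above a set limit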;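 further: capsule biogenesis inhibitors block K1F phage lysis so surviving cells raise fluorescence; higher fluorescence means more inhibition of phage lysis; actives were called in the ten point dose series up to 300 µM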
T cell modulator: modulates CD8 T cell binding to vesicles; 2C CD8+ T cell-vesicle binding, flow cytometry; stronger effect = lower value; calls only at 7 µM; actives 0.068% (n = 330,000);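 active means response, share of CD8 T cells binding vesicles, and their 90th percentile fluorescence all below set limits, cut at about 80% in these data, passing the limit was not always enough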
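Material: murine 2C transgenic CD8+ T lymphocytes / Also added: QL9-peptide-loaded Drosophila micro-vesicles bearing Ld, ICAM-1 and B7-1 / Schedule: binding step 1.5 h, 37 °C, antibody labelling 20 min, ice / Signal: flow cytometry, PE anti-B7-1 (FL2) versus Alexa647 anti-CD8 (FL8), PFA-fixed / Evaluation: percent CD8+ FL2 mean versus row control / Benchmarks: naked versus QL9-loaded vesicles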
P. falciparum M17LAP: P. falciparum M17LAP inhibitors, primary screen, biochemical, fluorogenic H-Leu-NHMec substrate, 1536-well (AID 1619); recombinant M17LAP, H-Leu-NHMec fluorogenic kinetic assay; higher % means a stronger effect; inhibition, % at 30 µM, or IC50 in µM where a hit was titrated; actives 0.38% (n = 220,000);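 active means compound inhibiting the enzyme by more than half at any dose during confirmatory dose-response retesting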;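 further: plate controls were full reaction with DMSO carrier for no effect and no enzyme background for full effect; strong numbers were not always called active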
RSV antiviral HEp-2: inhibition of RSV-induced cytopathic effect – HEp-2 cells, primary 10 µM value included (AID 2391); HEp-2 cells, RSV-induced CPE inhibition; higher % means a stronger effect; CPE inhibition, % at 10 µM, or IC50 in µM where a hit was titrated; actives 0.13% (n = 310,000); in the data active means a potency from the dose series; further: strong numbers were not always called active
M1AAP inhibition: malaria alanyl aminopeptidase activity blockers – biochemical, fluorogenic H-Leu-NHMec substrate, 1536-well (AID 1445); recombinant M1AAP, H-Leu-NHMec fluorogenic kinetic assay; higher % means a stronger effect; inhibition, % at 30 µM; hits with a dose series show IC50 in µM; actives 0.42% (n = 220,000);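 active means primary inhibition above the hit cutoff, then over 50% inhibition at one or more dose response concentrations, cut at about 23% in these data, passing the limit was not always enough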;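 further: plate controls were DMSO full reaction for no effect and no enzyme background for full effect; strong numbers were not always called active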
T cell modulator vesicle-bound %: recorded beside T cell modulator, whose call it bears; double positive events, %; measured here: CD8+ vesicle-bound cell fraction;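 binding gate set so that unloaded-vesicle control wells show 10% double positive cells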
Numbers without * were called inactive; [ ] = dose if it differs, or a comment. Unless noted, no stated cut-off is given here; in the data, active means inhibition above about 50%; inactive means the rest. An unsorted share of the library; any-hit rate near 1.5%.

`Cc1occc1-c1nnc(SCC(=O)Nc2ccc(F)cc2)n1Cc1ccccc1` gave TNAP activation fold 1.1, West Nile antiviral 3.1%, human PMI inhibitors -1.9%, human PMI inhibition 4.1%, K1F lysis inhibition 0.5%, T cell modulator inactive, P. falciparum M17LAP -1.0%, RSV antiviral HEp-2 1.6%, M1AAP inhibition 3.8% and T cell modulator vesicle-bound % 57.3.
`O=c1[nH]cnc(O)c1C(c1ccc(F)cc1)c1c(O)nc[nH]c1=O` gave West Nile antiviral -0.5%, K1F lysis inhibition 1.3%, T cell modulator inactive, RSV antiviral HEp-2 1.5% and T cell modulator vesicle-bound % 27.0.
For CCC(=O)Nc1ccc2nc3c(=O)[nH]c(=S)[nH]c3nc2c1 the results were West Nile antiviral -0.5%, K1F lysis inhibition 0.2%, T cell modulator inactive, RSV antiviral HEp-2 -1.0% and T cell modulator vesicle-bound % 20.6.
`COc1ccc(OC)c(NC(=O)/C=C/c2ccccc2[N+](=O)[O-])c1` gave TNAP activation fold 1, West Nile antiviral -1.0%, human PMI inhibitors 23.6%, human PMI inhibition 5.6%, K1F lysis inhibition 4.9%, T cell modulator inactive, P. falciparum M17LAP -6.7%, RSV antiviral HEp-2 3.7%, M1AAP inhibition 5.4% and T cell modulator vesicle-bound % 46.7.
Screening COCc1ccccc1Cn1cnc2c1c(=O)n(C)c(=O)n2C returned TNAP activation fold 1.1, West Nile antiviral -0.1%, human PMI inhibitors -4.6%, human PMI inhibition 3.3%, K1F lysis inhibition 0.2%, T cell modulator inactive, P. falciparum M17LAP -3.9%, RSV antiviral HEp-2 0.4%, M1AAP inhibition 2.7% and T cell modulator vesicle-bound % 42.9.
For CCOC(=O)c1ccc(Nc2nc(-c3cccnc3)nc3ccccc23)cc1 the results were TNAP activation fold 1, West Nile antiviral 2.6%, human PMI inhibitors 30.6%, human PMI inhibition 2.7%, K1F lysis inhibition 3.2%[50 µM], T cell modulator inactive, P. falciparum M17LAP -2.4%, RSV antiviral HEp-2 5.5%, M1AAP inhibition -5.0% and T cell modulator vesicle-bound % 42.9.
`CCc1ccc(NC(=O)Cn2c(=O)n(CCCC(=O)NCc3ccco3)c(=O)c3ccccc32)cc1` gave TNAP activation fold 1.1, West Nile antiviral 0.2%, human PMI inhibitors 3.2%, human PMI inhibition 8.1%, K1F lysis inhibition 0.9%, T cell modulator inactive, P. falciparum M17LAP 8.0%, RSV antiviral HEp-2 1.0%, M1AAP inhibition -1.7% and T cell modulator vesicle-bound % 44.9.
For CC1(C)Cc2c(cnn2-c2ccc(F)cc2)C(NC(=O)CCN2CCCCC2=O)C1 (stereo not drawn) the results were West Nile antiviral -0.6%, K1F lysis inhibition 1.1%, T cell modulator inactive, RSV antiviral HEp-2 1.2% and T cell modulator vesicle-bound % 16.8.
`CCCn1c(-c2cccc(F)c2)nc2c1c(=O)[nH]c(=O)n2Cc1ccccc1` gave West Nile antiviral -0.3%, K1F lysis inhibition 0.0%, T cell modulator inactive, RSV antiviral HEp-2 3.4% and T cell modulator vesicle-bound % 13.3.
`COc1cc(C(=O)Nc2ccc(C(C)=O)cc2)c(Br)c(OC)c1OC` gave TNAP activation fold 1.2, West Nile antiviral -0.6%, human PMI inhibitors 5.9%, human PMI inhibition 2.4%, K1F lysis inhibition 3.8%, T cell modulator inactive, P. falciparum M17LAP 13.0%, RSV antiviral HEp-2 1.8%, M1AAP inhibition 4.3% and T cell modulator vesicle-bound % 35.8.
CCOC(=O)c1ccc(NCC(O)COc2ccccc2)cc1 (stereo not drawn) was read as TNAP activation fold 1, West Nile antiviral 0.2%, human PMI inhibitors 1.4%, human PMI inhibition 4.4%, K1F lysis inhibition 0.1%, T cell modulator inactive, P. falciparum M17LAP -3.3%, RSV antiviral HEp-2 7.9%, M1AAP inhibition 1.0% and T cell modulator vesicle-bound % 22.9.
For COc1ccc(OC)c(CNC(=O)CCc2nc(-c3cccs3)no2)c1 the results were TNAP activation fold 1, human PMI inhibitors 1.5%, human PMI inhibition -3.2%, K1F lysis inhibition 0.2%, T cell modulator inactive, P. falciparum M17LAP 32.2%, RSV antiviral HEp-2 0.4%, M1AAP inhibition 3.9% and T cell modulator vesicle-bound % 38.7.
For COc1ccc(C(=O)N2CCN(CC(=O)N3CCOCC3)CC2)cc1 the results were West Nile antiviral 0.8%, K1F lysis inhibition 2.2%, T cell modulator inactive, RSV antiviral HEp-2 -0.3% and T cell modulator vesicle-bound % 26.1.
For O=C(NC1CC1)C1CCN(C2CCN(C(=O)c3c(F)cccc3Cl)CC2)CC1 the results were West Nile antiviral 0.1%, K1F lysis inhibition 0.0%, T cell modulator inactive, RSV antiviral HEp-2 2.2% and T cell modulator vesicle-bound % 11.0.
Screening Cc1ccc(S(=O)(=O)N2CCOC2CNC(=O)C(=O)NCCCN2CCOCC2)cc1 (stereo not drawn) returned West Nile antiviral 0.1%, K1F lysis inhibition 0.1%, T cell modulator inactive, RSV antiviral HEp-2 0.2% and T cell modulator vesicle-bound % 6.1.
For COc1ccccc1N(CC(=O)NC1CCCC1)C(=O)c1oc(C(C)(C)C)cc1C the results were TNAP activation fold 1.1, West Nile antiviral -1.7%, human PMI inhibitors 10.2%, human PMI inhibition 14.1%, K1F lysis inhibition 0.0%, T cell modulator inactive, P. falciparum M17LAP 4.9%, RSV antiviral HEp-2 6.4%, M1AAP inhibition 1.4% and T cell modulator vesicle-bound % 6.1.
For Cc1sc2ncn(CC(=O)NCC(=O)N(C)C3CCCCC3)c(=O)c2c1C the results were TNAP activation fold 1.1, West Nile antiviral -0.5%, human PMI inhibitors -2.4%, human PMI inhibition -2.5%, K1F lysis inhibition 2.8%, T cell modulator inactive, P. falciparum M17LAP 17.0%, RSV antiviral HEp-2 -1.2%, M1AAP inhibition 7.0% and T cell modulator vesicle-bound % 38.3.
O=c1ccn(Cc2ccccc2)c2ccccc12 was read as West Nile antiviral -0.4%, K1F lysis inhibition 1.6%, T cell modulator inactive, P. falciparum M17LAP 1.1%, RSV antiviral HEp-2 -1.6%, M1AAP inhibition -2.8% and T cell modulator vesicle-bound % 60.1.
For Cc1cc(C)nc(N2CCN(c3ncnc4c3cnn4Cc3ccc(Cl)cc3Cl)CC2)n1 the results were TNAP activation fold 1.1, West Nile antiviral 0.6%, human PMI inhibitors -7.2%, human PMI inhibition -16.0%, T cell modulator inactive, RSV antiviral HEp-2 3.4% and T cell modulator vesicle-bound % 26.7.
`Nc1nnc(SCc2nnc(-c3ccccc3)o2)s1` gave TNAP activation fold 1.1, West Nile antiviral 1.1%, human PMI inhibitors -1.5%, human PMI inhibition -0.7%, K1F lysis inhibition -0.1%, T cell modulator inactive, P. falciparum M17LAP 1.5%, RSV antiviral HEp-2 2.4%, M1AAP inhibition 2.0% and T cell modulator vesicle-bound % 58.2.
For Cc1ccc(C(=O)Nc2ccccc2Sc2ccccc2)cc1 the results were TNAP activation fold 1.1, human PMI inhibitors 8.5%, human PMI inhibition 17.3%, K1F lysis inhibition 0.6%[50 µM], T cell modulator inactive, P. falciparum M17LAP -1.0%, RSV antiviral HEp-2 11.3%, M1AAP inhibition 3.3% and T cell modulator vesicle-bound % 54.1.
Screening Cc1nc2c(Br)c(C)nn2c2c1CCC2 returned TNAP activation fold 1.1, West Nile antiviral -0.3%, human PMI inhibitors -27.1%, human PMI inhibition -34.3%, K1F lysis inhibition 0.3%, T cell modulator inactive, P. falciparum M17LAP 7.8%, RSV antiviral HEp-2 -1.2%, M1AAP inhibition -1.2% and T cell modulator vesicle-bound % 40.0.
For O=C(CN1CCN(c2ccccc2F)CC1)c1c[nH]c2ccccc12 the results were TNAP activation fold 1.2, human PMI inhibitors -10.7%, human PMI inhibition -7.8%, K1F lysis inhibition -3.2%, T cell modulator inactive, P. falciparum M17LAP 1.7%, RSV antiviral HEp-2 1.7%, M1AAP inhibition 10.4% and T cell modulator vesicle-bound % 55.2.
For CS(=O)(=O)c1ccccc1C(=O)Nc1nc2ccccc2[nH]1 the results were West Nile antiviral 0.3%, K1F lysis inhibition 0.0%, T cell modulator inactive, P. falciparum M17LAP -0.3%, RSV antiviral HEp-2 -0.9%, M1AAP inhibition 1.1% and T cell modulator vesicle-bound % 49.0.
Screening CCOc1ccc(/C(O)=C2\C(=O)C(=O)N(c3cc(C)on3)C2c2ccccc2OC)cc1 (stereo not drawn) returned TNAP activation fold 1.1, West Nile antiviral 0.1%, human PMI inhibitors 10.2%, human PMI inhibition 14.2%, K1F lysis inhibition 1.0%, T cell modulator inactive, P. falciparum M17LAP 30.0%, RSV antiviral HEp-2 2.4%, M1AAP inhibition 2.9% and T cell modulator vesicle-bound % 19.6.
For CC(C)n1nnnc1C(c1ccc(F)cc1)N1CCN(C2CCCC2)CC1 (stereo not drawn) the results were TNAP activation fold 1.1, West Nile antiviral -0.3%, human PMI inhibitors -13.4%, human PMI inhibition 0.8%, K1F lysis inhibition 0.7%, P. falciparum M17LAP 6.3% and M1AAP inhibition -3.4%.
CCCCCCCN1CCC(=O)N(CCO)CC1 was read as West Nile antiviral -0.7%, K1F lysis inhibition 0.4%, T cell modulator inactive, RSV antiviral HEp-2 -0.9% and T cell modulator vesicle-bound % 27.5.
Screening CCOc1ccc(CSC(CC(=O)O)C(=O)O)cc1 (stereo not drawn) returned TNAP activation fold 1.1, West Nile antiviral 0.0%, human PMI inhibitors 5.5%, human PMI inhibition 12.0%, K1F lysis inhibition 1.0%, T cell modulator inactive, P. falciparum M17LAP 29.1%, RSV antiviral HEp-2 0.6%, M1AAP inhibition -9.7% and T cell modulator vesicle-bound % 15.6.
Screening COc1cc(-c2cc(=O)c3c(O)c(OC)c(OC)cc3o2)cc(OC)c1O returned West Nile antiviral 1.0%, K1F lysis inhibition 3.4%, T cell modulator inactive, P. falciparum M17LAP 2.1%, RSV antiviral HEp-2 1.3%, M1AAP inhibition 10.4% and T cell modulator vesicle-bound % 14.8.
Screening COc1ccc(NC(=S)N(CCCN2CCOCC2)C(C)c2cc3ccccc3o2)cc1 (stereo not drawn) returned TNAP activation fold 1.1, West Nile antiviral -0.9%, human PMI inhibitors 10.5%, human PMI inhibition 8.8%, K1F lysis inhibition -0.2%, T cell modulator inactive, P. falciparum M17LAP -16.8%, RSV antiviral HEp-2 -1.2%, M1AAP inhibition 2.2% and T cell modulator vesicle-bound % 52.1.
